ATG4B inhibitor = ATG4B protease inhibitors, primary screen, biochemical, fluorescence, uHTS. inhibition, % at 8.33 µM. ATG4B cleavage of LC3-PLA2, NBD-HPC fluorescence, 1 h. Cysteine protease ATG4B (Homo sapiens), Q9Y4P1. 0.51% of 340,000 active; in the data active = inhibition above about 40%
mIAP activ = activators of mouse IAP, primary screen, biochemical, luminescence, uHTS; intestinal alkaline phosphatase [Mus musculus]; muIAP, CDP-Star luminescence, 30 min; active compounds read high; 1 = vehicle-only enzyme signal, 0 = enzyme-free wells; activation factor at 10 µM; 0.24% of 330,000 active;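 active = activation factor of at least 2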; also: the source names both 10 and 20 µM as test concentration; values of inactives mirror those of a sister screen read the other way
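System: mouse IAP enzyme. Reagent: CDP-Star chemiluminescent phosphatase substrate. Benchmarks: DMSO wells, no-enzyme wells. Times: 30 min enzyme-substrate-compound incubation at room temperature. Detection: luminescence from enzymatic CDP-Star hydrolysis. Doses: test compounds delivered from DMSO solution.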
hIAP activ = human IAP activators, primary screen, biochemical, luminescence, uHTS. Intestinal-type alkaline phosphatase (Homo sapiens), P09923. purified human IAP, CDP-Star luminescence, 30 min; active compounds read high; 1 = vehicle-only enzyme, 0 = enzyme-free background. activation factor at 10 µM. 0.16% of 330,000 active;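 active = activation factor of the enzyme at least 2-fold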; also: the source names both 10 and 20 µM as test concentration; values of inactives mirror those of a sister screen read the other way
Target sequence (P09923 whole entry, looked up): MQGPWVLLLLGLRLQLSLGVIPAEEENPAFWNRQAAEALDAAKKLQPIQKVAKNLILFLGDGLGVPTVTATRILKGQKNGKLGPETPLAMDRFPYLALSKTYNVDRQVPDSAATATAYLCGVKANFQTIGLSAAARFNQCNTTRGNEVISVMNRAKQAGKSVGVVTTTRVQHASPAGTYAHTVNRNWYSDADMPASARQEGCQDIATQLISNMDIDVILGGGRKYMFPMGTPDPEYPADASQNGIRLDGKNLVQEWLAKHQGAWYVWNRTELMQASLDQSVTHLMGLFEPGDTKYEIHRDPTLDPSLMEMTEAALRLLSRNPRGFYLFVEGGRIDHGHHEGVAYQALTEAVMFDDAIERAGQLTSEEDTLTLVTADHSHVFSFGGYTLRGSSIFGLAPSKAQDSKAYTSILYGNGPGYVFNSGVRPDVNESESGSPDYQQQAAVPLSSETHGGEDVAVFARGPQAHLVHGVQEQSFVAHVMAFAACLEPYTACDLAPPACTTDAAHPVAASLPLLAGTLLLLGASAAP
hIAP inh = human IAP inhibitors, primary screen, biochemical, luminescence, uHTS. Intestinal-type alkaline phosphatase (Homo sapiens), P09923. 0.12% of 330,000 active. purified IAP, CDP-Star luminescence, 30 min. AID 2544, 2010. inhibition, % at 10 µM;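 active = inhibition reaching a set limit with compound at 10 µM in the primary screen, cut at about 35% in these data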;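 also: plate controls were DMSO wells with enzyme for no effect and no-enzyme buffer wells for full effect; values of inactives mirror those of a sister screen read the other way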
A3A deaminase = APOBEC3A ssDNA deaminase inhibitors, primary screen, selectivity assay for APOBEC3G inhibitor project, biochemical, FAM/TAMRA oligo cleavage fluorescence; 0.41% of 330,000 active; inhibition, % at 20 µM; DNA dC->dU-editing enzyme APOBEC-3A (Homo sapiens), P31941; AID 493011, 2011; recombinant A3A, FAM/TAMRA ssDNA deamination fluorescence;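 active = at least 40% inhibition at 20 µM here, with at most 30% in a related deaminase screen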;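 also: plate controls were A3A with DMSO for no effect and wells lacking A3A enzyme for full effect; some results filed as inactive read as strong as hits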
Target sequence (P31941 whole entry, looked up): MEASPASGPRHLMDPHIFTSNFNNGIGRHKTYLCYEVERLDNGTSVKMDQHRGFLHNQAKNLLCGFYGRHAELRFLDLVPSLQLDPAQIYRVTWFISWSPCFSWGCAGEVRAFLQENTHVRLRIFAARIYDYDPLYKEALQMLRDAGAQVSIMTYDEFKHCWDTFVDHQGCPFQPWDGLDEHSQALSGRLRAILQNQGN
HKDC1 inhibitor = HKDC1 hexokinase inhibitors, primary screen, biochemical, fluorescence, uHTS; Q2TB90; recombinant HKDC1, G6PDH/diaphorase resazurin coupled fluorescence; inhibition, % at 20 µM; 0.16% of 340,000 active;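 active = inhibition above about 35% when tested at 20 µM, limit read from the data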;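 also: plate controls were DMSO wells with enzyme for no effect and DMSO wells lacking enzyme for full effect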
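Assay system – recombinant HKDC1 (HK5) hexokinase enzyme, produced in-house · Input – HKDC1 at 5 µg/mL · Reagent – glucose plus 1 mM ATP as hexokinase substrates · Timing – 90 min reaction incubation at room temperature, dark · Measured by – G6PDH/diaphorase-coupled fluorescence, 1 mM NADP, 100 µM resazurin, 525/613 nm · Benchmarks – DMSO-enzyme wells negative, buffer-substituted wells positive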
mIAP block = inhibitors of mouse IAP, primary screen, biochemical, luminescence, uHTS; AID 2806, 2010; inhibition, % at 10 µM; purified mouse IAP, CDP-Star luminescence, 30 min; 0.2% of 330,000 active; intestinal alkaline phosphatase [Mus musculus];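 active = inhibition of at least 40% at 10 µM in the primary screen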;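 also: plate controls were DMSO with enzyme for no effect and no enzyme wells for full effect; values of inactives mirror those of a sister screen read the other way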
PfGluPho inh = PfG6PD enzyme inhibitors, primary screen, biochemical, fluorescence intensity, uHTS. glucose-6-phosphate dehydrogenase-6-phosphogluconolactonase (Plasmodium falciparum 3D7). PfGluPho enzyme, NADPH resazurin-diaphorase fluorescence. inhibition, % at 20 µM. 0.78% of 350,000 active. AID 504690, 2011;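 active = inhibition reaching at least a set limit at 20 µM in the primary screen, cut at about 59% in these data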;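 also: 0% = DMSO wells with substrate and 100% = DMSO wells lacking glucose-6-phosphate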
Numbers without * were called inactive.

Start of the data: the first three compounds as a preview:
Screening COc1nc(-c2ccc(C)cc2)ccc1-c1noc(-c2cccnc2)n1 returned ATG4B inhibitor 7, mIAP activ 0.92, hIAP activ 0.91, hIAP inh 9, A3A deaminase -1, HKDC1 inhibitor -1, mIAP block 8 and PfGluPho inh 4.
NC(=O)COc1ccc(NC(=O)CC23CC4CC(CC(C4)C2)C3)cc1 was read as ATG4B inhibitor 6, mIAP activ 1.1, hIAP activ 1.2, hIAP inh -24, A3A deaminase 2, HKDC1 inhibitor -1, mIAP block -9 and PfGluPho inh -1.
`N#Cc1c(-c2ccccc2)cc(C2CC2)nc1N` gave ATG4B inhibitor -5, mIAP activ 1, hIAP activ 1, hIAP inh -3, A3A deaminase -1, HKDC1 inhibitor 4, mIAP block -2 and PfGluPho inh -1.

Results, previewed entries included:
Screening COc1nc(-c2ccc(C)cc2)ccc1-c1noc(-c2cccnc2)n1 returned ATG4B inhibitor 7, mIAP activ 0.92, hIAP activ 0.91, hIAP inh 9, A3A deaminase -1, HKDC1 inhibitor -1, mIAP block 8 and PfGluPho inh 4.
NC(=O)COc1ccc(NC(=O)CC23CC4CC(CC(C4)C2)C3)cc1 was read as ATG4B inhibitor 6, mIAP activ 1.1, hIAP activ 1.2, hIAP inh -24, A3A deaminase 2, HKDC1 inhibitor -1, mIAP block -9 and PfGluPho inh -1.
`N#Cc1c(-c2ccccc2)cc(C2CC2)nc1N` gave ATG4B inhibitor -5, mIAP activ 1, hIAP activ 1, hIAP inh -3, A3A deaminase -1, HKDC1 inhibitor 4, mIAP block -2 and PfGluPho inh -1.
CCOC(=O)c1sc(=S)n(-c2ccccc2Cl)c1SC was read as ATG4B inhibitor 7, mIAP activ 0.86, hIAP activ 0.79, hIAP inh 22, A3A deaminase 0, HKDC1 inhibitor -5, mIAP block 14 and PfGluPho inh -3.
For Cc1cc2nc3n(c2cc1C)CC1CC(C(=O)NCc2ccco2)N(C)C31 (stereo not given) the results were ATG4B inhibitor -13, mIAP activ 0.91, hIAP activ 1, hIAP inh 0, A3A deaminase -2, HKDC1 inhibitor -1, mIAP block 9 and PfGluPho inh 0.
For CCN=c1sc(C(=O)NCCc2ccccc2)cc(=O)n1CC the results were ATG4B inhibitor -18, mIAP activ 0.89, hIAP activ 0.97, hIAP inh 3, A3A deaminase -1, HKDC1 inhibitor 4, mIAP block 11 and PfGluPho inh 22.
COC(Cn1cc(C)c(=O)[nH]c1=O)OC was read as ATG4B inhibitor -1, mIAP activ 1, hIAP activ 1.1, hIAP inh -8, A3A deaminase 3, HKDC1 inhibitor -5, mIAP block 0 and PfGluPho inh 18.
For CCN(CC)CCNC(=O)c1ccc(NC(=O)c2ccc(F)cc2F)cc1 the results were ATG4B inhibitor 0, mIAP activ 0.91, hIAP activ 1, hIAP inh -4, A3A deaminase 2, HKDC1 inhibitor -5, mIAP block 9 and PfGluPho inh -7.
`CSCCC(NC(=O)COc1ccccc1)C(=O)N(C)CC(=O)Nc1c(C)cccc1C` (stereo not given) gave ATG4B inhibitor -2, mIAP activ 0.93, hIAP activ 0.9, hIAP inh 10, A3A deaminase 0, HKDC1 inhibitor -6, mIAP block 7 and PfGluPho inh 10.
Cc1ccc(NC(=O)COC(=O)c2cccc(N3C(=O)c4ccccc4C3=O)c2)cc1 was read as ATG4B inhibitor 0, mIAP activ 0.94, hIAP activ 1, hIAP inh -2, A3A deaminase 0, HKDC1 inhibitor -9, mIAP block 6 and PfGluPho inh 5.
For O=C(NCC1CC1)C1(C(F)(F)F)CC(CCc2ccccc2)CCCO1 (stereo not given) the results were ATG4B inhibitor 7, mIAP activ 1, hIAP activ 0.78, hIAP inh 22, A3A deaminase -5, HKDC1 inhibitor 6, mIAP block -2 and PfGluPho inh -19.
CSc1ccc(CCNC(=O)CN2C(=O)CCSc3ccccc32)cc1 was read as ATG4B inhibitor 0, mIAP activ 0.97, hIAP activ 1, hIAP inh -4, A3A deaminase -4, HKDC1 inhibitor -7, mIAP block 3 and PfGluPho inh 9.
`CCOc1ccccc1Nc1nnc(SCc2ccc(C(=O)OC)o2)s1` gave ATG4B inhibitor 6, mIAP activ 1, hIAP activ 1, hIAP inh -3, A3A deaminase -2, HKDC1 inhibitor 5, mIAP block 0 and PfGluPho inh 6.
COC(=O)c1cc(NC(=O)Cn2c(=O)cnc3ccccc32)cc(C(=O)OC)c1 was read as ATG4B inhibitor 0, mIAP activ 0.97, hIAP activ 0.94, hIAP inh 6, A3A deaminase -1, HKDC1 inhibitor -1, mIAP block 3 and PfGluPho inh -9.
Screening CCNS(=O)(=O)c1ccc(NC(=O)Cn2cc([N+](=O)[O-])cn2)cc1 returned ATG4B inhibitor -3, mIAP activ 0.93, hIAP activ 0.9, hIAP inh 10, A3A deaminase 1, HKDC1 inhibitor -5, mIAP block 7 and PfGluPho inh -17.
`CN(C)CCNC(=O)c1ccc(COCC(F)(F)F)cc1` gave ATG4B inhibitor -8, mIAP activ 0.95, hIAP activ 0.86, hIAP inh 14, A3A deaminase -4, HKDC1 inhibitor -9, mIAP block 5 and PfGluPho inh -2.
Screening Cc1ccc(S(=O)(=O)NC(=O)C2CCCCC2)cc1 returned ATG4B inhibitor -2, mIAP activ 0.98, hIAP activ 0.99, hIAP inh 1, A3A deaminase -5, HKDC1 inhibitor -3, mIAP block 2 and PfGluPho inh 2.
For CCOc1cc(NCCN2CCOCC2)c([N+](=O)[O-])cc1OCC the results were ATG4B inhibitor -10, mIAP activ 0.79, hIAP activ 0.75, hIAP inh 25, A3A deaminase 0, HKDC1 inhibitor -1, mIAP block 22 and PfGluPho inh 1.
For COCCn1c(SCC(=O)N(C)c2c(N)n(Cc3ccccc3)c(=O)[nH]c2=O)nnc1-c1cccc(C)c1 the results were ATG4B inhibitor 0, mIAP activ 1, hIAP activ 0.94, hIAP inh 6, A3A deaminase 0, HKDC1 inhibitor -6, mIAP block -1 and PfGluPho inh 3.
`Cn1c(O)c(N=Nc2ccccc2)c2ccccc21` gave ATG4B inhibitor 2, mIAP activ 0.89, hIAP activ 0.96, hIAP inh 4, A3A deaminase 0, HKDC1 inhibitor 2, mIAP block 12 and PfGluPho inh 17.

A run of entries of the results above:
Screening COc1nc(-c2ccc(C)cc2)ccc1-c1noc(-c2cccnc2)n1 returned ATG4B inhibitor 7, mIAP activ 0.92, hIAP activ 0.91, hIAP inh 9, A3A deaminase -1, HKDC1 inhibitor -1, mIAP block 8 and PfGluPho inh 4.
NC(=O)COc1ccc(NC(=O)CC23CC4CC(CC(C4)C2)C3)cc1 was read as ATG4B inhibitor 6, mIAP activ 1.1, hIAP activ 1.2, hIAP inh -24, A3A deaminase 2, HKDC1 inhibitor -1, mIAP block -9 and PfGluPho inh -1.

More results follow.
COc1ccc(NC(=S)NNS(=O)(=O)c2ccc3ccccc3c2)c(OC)c1 was read as ATG4B inhibitor -17, mIAP activ 0.88, hIAP activ 0.86, hIAP inh 14, A3A deaminase 4, HKDC1 inhibitor 3, mIAP block 12 and PfGluPho inh 44.
COC(=O)Cc1ccc(NC(=O)c2cccs2)cc1 was read as ATG4B inhibitor -2, mIAP activ 0.98, hIAP activ 0.97, hIAP inh 3, A3A deaminase -2, HKDC1 inhibitor -7, mIAP block 2 and PfGluPho inh 4.
`CC(C)c1ccc(C(O)P(=O)(OC2CCCCC2)OC2CCCCC2)cc1` (stereo not given) gave ATG4B inhibitor 25, mIAP activ 0.99, hIAP activ 1.1, hIAP inh -14, A3A deaminase -3, HKDC1 inhibitor 2, mIAP block 1 and PfGluPho inh -2.
For CC(CNC(=O)Cn1ccc(N)nc1=O)c1ccccc1 (stereo not given) the results were ATG4B inhibitor 6, mIAP activ 1.1, hIAP activ 0.91, hIAP inh 9, A3A deaminase -1, HKDC1 inhibitor -4, mIAP block -9 and PfGluPho inh 10.
For Cc1nc2c(C(=O)N3CCOCC3)cnn2c(C)c1Cc1cccc(Cl)c1 the results were mIAP activ 0.97, hIAP activ 1, hIAP inh -4, A3A deaminase -7 and mIAP block 2.
Screening COc1ccc(-n2cc([N+](=O)[O-])c(=O)c3ccc(Cl)cc32)cc1 returned ATG4B inhibitor -2, mIAP activ 0.97, hIAP activ 0.72, hIAP inh 28, A3A deaminase 0, HKDC1 inhibitor -1, mIAP block 3 and PfGluPho inh -7.
For N#C/C(=C\Nc1ccccc1SC(F)(F)F)c1nc(-c2ccccc2)cs1 the results were ATG4B inhibitor -7, mIAP activ 0.86, hIAP activ 0.86, hIAP inh 14, A3A deaminase -4, HKDC1 inhibitor -5, mIAP block 14 and PfGluPho inh 7.
`Cc1ccc(S(=O)(=O)C2(C(=O)N3CCCC(C)C3)CC2)cc1` (stereo not given) gave ATG4B inhibitor -9, mIAP activ 0.94, hIAP activ 0.93, hIAP inh 7, A3A deaminase -1, HKDC1 inhibitor -11, mIAP block 6 and PfGluPho inh 0.
For N#CCC(=O)Nc1nc(-c2ccc3c(c2)OCCO3)cs1 the results were ATG4B inhibitor -1, mIAP activ 0.92, hIAP activ 1.1, hIAP inh -7, A3A deaminase 0, HKDC1 inhibitor -11, mIAP block 8 and PfGluPho inh 20.
Screening COc1ccccc1-n1c(SCC(N)=O)nc2c(c1=O)SCC2 returned ATG4B inhibitor 0, mIAP activ 1.1, hIAP activ 0.98, hIAP inh 2, A3A deaminase -2, HKDC1 inhibitor -7, mIAP block -6 and PfGluPho inh 15.
COC(=O)N=Nc1c(O)[nH]c2ccc(Br)cc12 was read as ATG4B inhibitor 5, mIAP activ 0.91, hIAP activ 0.56, hIAP inh 44*, A3A deaminase 7, HKDC1 inhibitor 8, mIAP block 9 and PfGluPho inh -14.
`COc1ccc(/C=C/C(=O)OCC(=O)Nc2cccc(S(=O)(=O)NC3=NCCCCC3)c2)cc1` gave ATG4B inhibitor -7, mIAP activ 0.95, hIAP activ 1, hIAP inh -5, A3A deaminase -3, HKDC1 inhibitor 2, mIAP block 5 and PfGluPho inh -13.
`COCC(=O)NCc1ccc2c(c1)cc(C)n2C` gave ATG4B inhibitor -10, mIAP activ 0.92, hIAP activ 0.97, hIAP inh 3, A3A deaminase -1, HKDC1 inhibitor 6, mIAP block 8 and PfGluPho inh 8.
For O=C(c1ccco1)N1CCN(C(=O)c2cnn3c(C(F)(F)F)cc(-c4cccs4)nc23)CC1 the results were ATG4B inhibitor -14, mIAP activ 0.99, hIAP activ 0.88, hIAP inh 12, A3A deaminase -5, HKDC1 inhibitor -8, mIAP block 1 and PfGluPho inh 0.
For COc1cc(OC)cc(C(=O)NCC(=O)NCC(c2ccco2)N2CCCCC2)c1 (stereo not given) the results were ATG4B inhibitor -1, mIAP activ 1.1, hIAP activ 1.1, hIAP inh -12, A3A deaminase 1, HKDC1 inhibitor -10, mIAP block -10 and PfGluPho inh -7.
Screening O=S1(=O)CCO[C@H]2Cc3ccccc3[C@H]2N1Cc1ccccc1 returned ATG4B inhibitor -1, mIAP activ 1.1, hIAP activ 1.1, hIAP inh -9, A3A deaminase -3, HKDC1 inhibitor -4, mIAP block -13 and PfGluPho inh 0.
